From PubChem
RmlCD inh 1536 – inhibitors of Mycobacterium tuberculosis RmlC and RmlD coupled enzymes; 0.03% of 160,000 active; RmlC+RmlD coupled enzyme assay, percent inhibition; primary screen in compound mixtures; inhibition, % at 3.6 µM; P9WH09+P9WH11; in the data active = inhibition mostly above about 34%, no sharp cut-off; inconclusive = no clear call, values can overlap the other calls; inactive = mostly below about 22%; note: some results filed as inactive read as strong as hits
Target sequence (P9WH09 whole entry, looked up): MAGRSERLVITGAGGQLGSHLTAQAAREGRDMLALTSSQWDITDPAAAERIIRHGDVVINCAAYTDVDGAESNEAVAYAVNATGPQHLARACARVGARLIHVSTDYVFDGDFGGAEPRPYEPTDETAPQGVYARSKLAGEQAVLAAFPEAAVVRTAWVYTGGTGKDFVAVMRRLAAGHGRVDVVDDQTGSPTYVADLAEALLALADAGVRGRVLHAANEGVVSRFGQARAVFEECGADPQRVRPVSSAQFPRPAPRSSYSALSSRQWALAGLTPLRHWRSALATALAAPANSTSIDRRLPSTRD
Target sequence (P9WH11 whole entry, looked up): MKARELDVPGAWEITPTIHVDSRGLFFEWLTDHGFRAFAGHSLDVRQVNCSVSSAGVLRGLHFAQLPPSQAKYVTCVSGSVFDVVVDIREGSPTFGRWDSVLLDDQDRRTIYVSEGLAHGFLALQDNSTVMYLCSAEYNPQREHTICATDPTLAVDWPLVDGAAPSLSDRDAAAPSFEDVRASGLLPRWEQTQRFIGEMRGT
M. tuberculosis GlmU – inhibition of mycobacterial GlmU enzyme – biochemical, glucosamine-1-phosphate acetyltransferase (AID 1376); one-dose inhibition, %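 (tested at 30 µM in the primary screen)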; IC50 in µM for titrated hits; M. tuberculosis GlmU acetyltransferase enzyme assay; higher % means a stronger effect; 0.25% of 220,000 active; in the data active = inhibition above about 13%; inconclusive = no clear call, values can overlap the other calls;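 note: 0% = complete reaction with vehicle and 100% = reaction without substrate; strong numbers were not always called active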
* marks the source's active call; other numbers are inactive results. Some of the compounds tested (hit frequency here may not be typical).

How did COc1ccc(NC(=O)C(NC(=O)c2ccc(=O)[nH]c2)c2ccc(C)cc2)cc1 (stereo not given) do in these assays?
RmlCD inh 1536: -13; M. tuberculosis GlmU: 6.8%

What do the screens show for `Cc1ccc(-c2oc3ncnc(N)c3c2-c2ccc(C)cc2)cc1`?
RmlCD inh 1536: 4; M. tuberculosis GlmU: -5.6%

How did CC1(C)CC(=O)C2=C(C1)OC1=C(C(=O)CC(C)(C)C1)C2c1cc([N+](=O)[O-])cc([N+](=O)[O-])c1O do in these assays?
RmlCD inh 1536: -9; M. tuberculosis GlmU: 4.7%

What do the screens show for `C/C(=N\NC(=O)C(N)=O)c1ccc(NC(=O)c2cccs2)cc1`?
RmlCD inh 1536: -4; M. tuberculosis GlmU: 0.3%

Results for CC(C)n1cc(C(=O)N(CC(=O)NC(C)(C)C)Cc2ccccc2)cn1 ?
M. tuberculosis GlmU: -2.4%

What do the screens show for `Cc1[nH]c(N=Nc2ccccc2)nc1N=Nc1ccccc1`?
RmlCD inh 1536: 3; M. tuberculosis GlmU: 5.5%

Results for CNC(=O)c1cc(C(=O)c2ccc(C(F)(F)F)cc2F)c[nH]1 ?
RmlCD inh 1536: -6; M. tuberculosis GlmU: 7.4%

What do the screens show for `CCCCCCn1c(SCCCC)nc2c1c(=O)[nH]c(=O)n2C`?
RmlCD inh 1536: 15; M. tuberculosis GlmU: -3.5%

How did CCOC(=O)CCCc1ccc(/C(C)=N/NC(N)=S)cc1 do in these assays?
RmlCD inh 1536: 84; M. tuberculosis GlmU: 7.2%

What do the screens show for `O=C(COc1ccc(Cl)cc1)Nc1ccc(Cl)cn1`?
M. tuberculosis GlmU: -4.4%

What do the screens show for `COc1cc2c(c(OC)c1OC)-c1c(cc3c(c1O)OCO3)C[C@@H](C)[C@@H](C)C2`?
RmlCD inh 1536: 8; M. tuberculosis GlmU: 8.8%

Results for COc1ccccc1CCc1nnc(CCC(=O)NC(C)Cc2cccs2)o1 (stereo not given) ?
RmlCD inh 1536: 11; M. tuberculosis GlmU: -4.6%

Results for O=C(CSc1ncn[nH]1)N1CCN(S(=O)(=O)c2ccc(Cl)cc2)CC1 ?
RmlCD inh 1536: 9; M. tuberculosis GlmU: 4.7%

What do the screens show for `CCOc1cc(C2C3=C(CC(C)(C)CC3=O)Nc3n[nH]c(C)c32)ccc1O` (stereo not given)?
RmlCD inh 1536: 5; M. tuberculosis GlmU: -6.4%

Results for CN(C)CC(C)(C)NS(=O)(=O)c1ccc(Cl)cc1 ?
M. tuberculosis GlmU: 0.9%

What do the screens show for `COc1cc(OC)cc(C(=O)NCCCN2CCN(CCCNC(=O)c3cc(OC)cc(OC)c3)CC2)c1`?
RmlCD inh 1536: 1; M. tuberculosis GlmU: -8.3%

How did Cc1ccc(/C(N)=N/OC(=O)Oc2ccccc2)cc1 do in these assays?
RmlCD inh 1536: -3; M. tuberculosis GlmU: 2.3%

How did O=C(C(Cc1ccccc1)n1cccc1)N1CCCCC1 (stereo not given) do in these assays?
RmlCD inh 1536: 7; M. tuberculosis GlmU: 5.5%

How did Nc1nc2ccc(S(=O)(=O)N3CCCCC3)cc2s1 do in these assays?
RmlCD inh 1536: 6; M. tuberculosis GlmU: -4.7%

Results for N#Cc1c(C(F)(F)F)cc(-c2cccs2)nc1N1CCCCC1 ?
RmlCD inh 1536: -6; M. tuberculosis GlmU: 1.3%

How did CSc1nc(C)cc(SCC(=O)N/N=C/c2ccccc2)n1 do in these assays?
RmlCD inh 1536: 4; M. tuberculosis GlmU: 7.8%

What do the screens show for `C=CCNc1nc(-c2ccc(Cl)cc2)cs1`?
RmlCD inh 1536: 13; M. tuberculosis GlmU: 2.2%

What do the screens show for `CC(NC(=O)CN(C)Cc1nc2ccccc2c(=O)[nH]1)c1ccccc1` (stereo not given)?
RmlCD inh 1536: -3; M. tuberculosis GlmU: 0.7%

What do the screens show for `Cc1cccc2sc(N(CCCN(C)C)C(=O)CN3C(=O)c4ccccc4C3=O)nc12`?
RmlCD inh 1536: 9; M. tuberculosis GlmU: -8.8%

Results for O=C(O)CSC(C(=O)Nc1ccc(Br)cc1)c1ccc(Cl)cc1 (stereo not given) ?
RmlCD inh 1536: 7; M. tuberculosis GlmU: -0.7%

Results for Cc1ccc(S(=O)(=O)CC(O)COc2ccc(F)cc2Cl)cc1 (stereo not given) ?
RmlCD inh 1536: -8; M. tuberculosis GlmU: -2.0%

How did COCCCNC(=O)Cc1coc2ccc3ccccc3c12 do in these assays?
RmlCD inh 1536: -8; M. tuberculosis GlmU: -1.8%

What do the screens show for `CC1(C)CC(=O)C(C=NCCc2ccccn2)=C(O)C1`?
RmlCD inh 1536: -12; M. tuberculosis GlmU: -3.9%

What do the screens show for `CC1=C(C(=O)Nc2ccccn2)C(c2cn(C)nc2C)C2=C(CCCC2=O)N1` (stereo not given)?
RmlCD inh 1536: -7; M. tuberculosis GlmU: 1.9%

What do the screens show for `O=C(NC(=S)Nc1ccccc1N1CCOCC1)c1ccco1`?
RmlCD inh 1536: -8; M. tuberculosis GlmU: -3.3%

Overlap with the part before: six entries; new compounds follow.
Results for O=C(O)CSC(C(=O)Nc1ccc(Br)cc1)c1ccc(Cl)cc1 (stereo not given) ?
RmlCD inh 1536: 7; M. tuberculosis GlmU: -0.7%

Results for Cc1ccc(S(=O)(=O)CC(O)COc2ccc(F)cc2Cl)cc1 (stereo not given) ?
RmlCD inh 1536: -8; M. tuberculosis GlmU: -2.0%

How did COCCCNC(=O)Cc1coc2ccc3ccccc3c12 do in these assays?
RmlCD inh 1536: -8; M. tuberculosis GlmU: -1.8%

What do the screens show for `CC1(C)CC(=O)C(C=NCCc2ccccn2)=C(O)C1`?
RmlCD inh 1536: -12; M. tuberculosis GlmU: -3.9%

What do the screens show for `CC1=C(C(=O)Nc2ccccn2)C(c2cn(C)nc2C)C2=C(CCCC2=O)N1` (stereo not given)?
RmlCD inh 1536: -7; M. tuberculosis GlmU: 1.9%

What do the screens show for `O=C(NC(=S)Nc1ccccc1N1CCOCC1)c1ccco1`?
RmlCD inh 1536: -8; M. tuberculosis GlmU: -3.3%

What do the screens show for `COc1ccc2nc(NC(=O)c3cc(S(=O)(=O)N4CCOCC4)ccc3C)sc2c1`?
M. tuberculosis GlmU: 1.1%

Results for CC(=O)Nc1ccc(S(=O)(=O)N2CCN(c3ccccn3)CC2)cc1 ?
M. tuberculosis GlmU: 14%*

How did CC1=CCP(=O)(c2ccccc2)C1 (stereo not given) do in these assays?
RmlCD inh 1536: 0; M. tuberculosis GlmU: -0.4%

What do the screens show for `Cc1ccc(C)c2nc(N3CCCC3)c(C#N)cc12`?
RmlCD inh 1536: -14; M. tuberculosis GlmU: 4.1%

How did CC1=NN(Cc2ccccc2)C(=O)C1C(c1ccccc1)C(C#N)C#N (stereo not given) do in these assays?
M. tuberculosis GlmU: 0.5%

How did CCS(=O)(=O)c1ccc(O)c(NC(=O)/C=C/c2ccc(Cl)cc2)c1 do in these assays?
RmlCD inh 1536: 2; M. tuberculosis GlmU: 0.2%

Results for Cc1cc(C)cc(N(C(=O)c2snc(C(N)=O)c2N)C(C(=O)NCC2CCCO2)c2cccs2)c1 (stereo not given) ?
RmlCD inh 1536: -14; M. tuberculosis GlmU: -3.0%

What do the screens show for `COc1ccccc1NC(=S)N(Cc1ccco1)Cc1cc2cccc(C)c2[nH]c1=O`?
RmlCD inh 1536: 15; M. tuberculosis GlmU: -0.8%

Results for CCOc1cc(CNCC2CCCO2)cc(Br)c1OCC(N)=O (stereo not given) ?
M. tuberculosis GlmU: -1.7%

What do the screens show for `CCN(c1ccccc1)S(=O)(=O)c1ccc(Cl)c(NC(=O)COC(=O)c2ccc(O)cc2)c1`?
RmlCD inh 1536: 6; M. tuberculosis GlmU: 1.5%

What do the screens show for `Cc1ccc(C(=O)Nc2onc(C)c2C#N)cc1`?
RmlCD inh 1536: -3; M. tuberculosis GlmU: -0.3%

How did c1ccc(CSc2ccc(-c3cccnc3)nn2)nc1 do in these assays?
RmlCD inh 1536: 11; M. tuberculosis GlmU: -0.1%

What do the screens show for `CC1CC(C)(C)NC(=S)N1CC(=O)NCc1ccc2c(c1)OCO2` (stereo not given)?
RmlCD inh 1536: -10; M. tuberculosis GlmU: 2.9%

Results for CCOc1ccc(Cn2ccnc2CCl)cc1[N+](=O)[O-] ?
RmlCD inh 1536: -12

What do the screens show for `Cc1cc(C)c2[nH]c(=O)c(CN(C(=O)C3CCCO3)C3CCCC3)cc2c1` (stereo not given)?
RmlCD inh 1536: -1; M. tuberculosis GlmU: 0.8%

Results for O=C1NC(c2ccccc2)C(C(=O)c2cccs2)=C1O (stereo not given) ?
M. tuberculosis GlmU: 3.2%

What do the screens show for `Cc1ccc2c(c1)C(c1ccccc1)CC(=O)O2` (stereo not given)?
M. tuberculosis GlmU: 4.5%

What do the screens show for `CSC1=NS(=O)(=O)c2c(C)nn(C)c2S1`?
RmlCD inh 1536: 5

What do the screens show for `Cc1ccc(C)c(Cn2c(=O)n(CCCC(=O)NCc3ccco3)c(=O)c3ccccc32)c1`?
M. tuberculosis GlmU: 2.0%

Results for C[C@H]1CCC[C@]2(O[C@@H](CCO)C[C@@H](O)[C@@H]2O)O1 ?
M. tuberculosis GlmU: -7.6%

How did O=S(=O)(NC(=S)Nc1ccccc1)c1ccc(F)cc1 do in these assays?
RmlCD inh 1536: -3; M. tuberculosis GlmU: 2.9%

How did CC1(C)C(=O)C2(CCCCC2)C(=O)OC1c1cccc([N+](=O)[O-])c1 (stereo not given) do in these assays?
RmlCD inh 1536: 6; M. tuberculosis GlmU: -5.2%

Results for CCOc1cc(C(=O)Nc2cccc(C(C)=O)c2)ccc1OCC(=O)N1CCCCC1 ?
RmlCD inh 1536: -10; M. tuberculosis GlmU: -0.8%

What do the screens show for `COCCNC(=S)Nc1ccc(S(=O)(=O)Nc2ncccn2)cc1`?
M. tuberculosis GlmU: -5.8%

Results for CCc1ccccc1NC(=O)CN(C)S(=O)(=O)c1ccc2c(c1)c(=O)n(C)c(=O)n2C ?
RmlCD inh 1536: 10; M. tuberculosis GlmU: 2.9%

What do the screens show for `O/N=C/c1cn(-c2ccccc2)nc1-c1cccnc1`?
RmlCD inh 1536: inconclusive; M. tuberculosis GlmU: 0.3%

Results for C=CCNC(=O)c1ccc2c3n(nc2c1)-c1ccc(Cl)cc1CO3 ?
M. tuberculosis GlmU: 0.3%

How did CO/N=C\CC(=O)Nc1ccc(Oc2ccccc2)cc1 do in these assays?
RmlCD inh 1536: -5; M. tuberculosis GlmU: 1.0%

Results for Cc1ccc(CSc2nnc(SCC(=O)N/N=C/c3c[nH]c4ccccc34)s2)cc1 ?
RmlCD inh 1536: -3; M. tuberculosis GlmU: 10%

How did CC(C)(C)C(=O)C[n+]1ccc(C(N)=O)cc1 do in these assays?
M. tuberculosis GlmU: 2.0%

What do the screens show for `CC(=O)Nc1ccc(SC(C)C(=O)NC(N)=O)cc1` (stereo not given)?
M. tuberculosis GlmU: -1.8%

Results for CCCCC(=O)NS(=O)(=O)c1ccc(N=NN2CCOCC2)cc1 ?
M. tuberculosis GlmU: -2.8%

Results for CC1=C(C(=O)Nc2cccnc2)C(c2ccc3c(c2)OCO3)C2=C(CCCC2=O)N1 (stereo not given) ?
M. tuberculosis GlmU: -2.7%

What do the screens show for `c1ccc(C2CNCc3c2ccc2ccccc32)cc1` (stereo not given)?
RmlCD inh 1536: 7; M. tuberculosis GlmU: -11%

Results for O=C(NC(C(=O)N/N=C/c1ccccn1)c1n[nH]c(=O)c2ccccc12)c1ccccc1 (stereo not given) ?
RmlCD inh 1536: -1; M. tuberculosis GlmU: 5.5%

Results for CCCCc1nnc(NC(=O)c2nc3nccc(C)n3n2)s1 ?
RmlCD inh 1536: 2; M. tuberculosis GlmU: 2.8%

Results for CCC(Sc1ccc(C(=O)O)cc1)C(=O)O (stereo not given) ?
RmlCD inh 1536: 27; M. tuberculosis GlmU: 4.9%

How did O=C(Nc1nc(-c2ccccc2)cs1)c1ccc2c(=O)n3c(nc2c1)CCCCC3 do in these assays?
RmlCD inh 1536: -5; M. tuberculosis GlmU: -3.6%

What do the screens show for `O=C(Nc1ccccc1F)c1c[nH]c(=O)[nH]c1=O`?
RmlCD inh 1536: -10; M. tuberculosis GlmU: -3.6%

What do the screens show for `CN(Cc1cnn(-c2ccc(F)cc2)c1)Cc1nc(Cc2ccccc2)no1`?
RmlCD inh 1536: -10; M. tuberculosis GlmU: 0.5%

How did CC(C)Oc1cccc(C(=O)NC(=S)Nc2cccnc2)c1 do in these assays?
M. tuberculosis GlmU: 1.4%

Results for CCC1(C)Cc2ccccc2-c2nc3n(c(=O)c21)CCS3 (stereo not given) ?
RmlCD inh 1536: 8; M. tuberculosis GlmU: 8.1%

How did COc1ccc(C2N=C(N)N=C(N)N2c2ccccc2)cc1OC (stereo not given) do in these assays?
RmlCD inh 1536: 4; M. tuberculosis GlmU: 3.0%

What do the screens show for `O=C(OCn1nnc2ccccc2c1=O)C1COc2ccccc2O1` (stereo not given)?
RmlCD inh 1536: -4; M. tuberculosis GlmU: 4.8%

Results for O=C(/C=C/c1ccc(Br)o1)OCc1ccccc1 ?
RmlCD inh 1536: -10; M. tuberculosis GlmU: 4.2%

How did COC(=O)C1=C(c2cc3ccccc3o2)C[C@@H]2CC[C@H]1N2C(=O)NCc1cccc2ccccc12 do in these assays?
M. tuberculosis GlmU: 2.8%

Results for CCCCCCCC(=O)NNC(=O)c1c(O)c2ccccc2n(CCC)c1=O ?
M. tuberculosis GlmU: 4.1%

What do the screens show for `O=C(Nc1ccccc1)N1CCN(S(=O)(=O)c2ccccc2)CC1`?
RmlCD inh 1536: 6; M. tuberculosis GlmU: 0.4%
